Assay outcomes as filed in PubChem BioAssay.
TRPML3 agonist – agonists of human TRPML3 channel; activation, % at 3 µM; actives 0.29% (n = 220,000); AID 1448; Q8TDD5; HEK293 TRPML3-YFP, Fluo-8 calcium fluorescence; 100% = the carbachol control signal;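 active means activation above its plate's cutoff, the mean activation of the plate's test wells plus 3 SD, cut at about 12% in these data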;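 further: 0% = DMSO only wells and 100% = carbachol wells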
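Test system: TRPML3-YFP stable HEK293 cells. Doses: single point at 3 µM. Incubation: dye loading 1 h 37 °C then 30 min ambient, 125 s read. Signal: Fluo-8 calcium dye fluorescence, ex 470-495, em 515-575 nm. Measure: percent activation from peak-to-basal fluorescence ratio, scaled between DMSO and carbachol.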
m-calpain inh – blocks pig calpain II enzyme activity; purified calpain II, fluorogenic peptide substrate, 30 min; inhibition, % at 16 µM; actives 0.37% (n = 220,000); AID 1236;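 active means inhibition above about 50%, limit read from the data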
S1P4 antag – antagonists of human S1P4 receptor | inhibition, % at 4.98 µM | actives 0.26% (n = 220,000) | S1P4-expressing cells, antagonist mode, reporter read-out | AID 1510 | O95977; in the data active means inhibition above about 29%;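 further: 0% = wells stimulated with agonist and 100% = vehicle wells without agonist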
EP2 modulator – modulates human prostaglandin E2 receptor EP2 signaling; P43116; EP2-expressing cells, cAMP HTRF FRET, PGE2 co-stimulation; induction, % at 25 µM; actives 0.83% (n = 260,000); AID 940;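 active means compounds whose cAMP rise, as percent of the full-agonist control response, exceeds 60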;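 further: rat C6 glioma line stably carrying human EP2 under a CMV promoter; the protocol text gives 20 µM as final concentration; 100% = response of wells given 1 µM PGE2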
PERK inh – blocks human PERK kinase; Q9NZJ5; CHO PERK-DD fusion, SEAP luminescence translation reporter; inhibition, % at 5.6 µM; actives 0.17% (n = 220,000); AID 1416;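 active means inhibition above the mean inhibition of all tested compounds plus 3 SD, set separately per screening campaign, cut at about 2.9% in these data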;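 further: PERK kinase domain activated by AP20187 dimerizer at 100 nM; 0% = DMSO with dimerizer and 100% = rapamycin at 8.4 µM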
Target sequence (Q9NZJ5 whole entry, looked up, the tested form may be a part): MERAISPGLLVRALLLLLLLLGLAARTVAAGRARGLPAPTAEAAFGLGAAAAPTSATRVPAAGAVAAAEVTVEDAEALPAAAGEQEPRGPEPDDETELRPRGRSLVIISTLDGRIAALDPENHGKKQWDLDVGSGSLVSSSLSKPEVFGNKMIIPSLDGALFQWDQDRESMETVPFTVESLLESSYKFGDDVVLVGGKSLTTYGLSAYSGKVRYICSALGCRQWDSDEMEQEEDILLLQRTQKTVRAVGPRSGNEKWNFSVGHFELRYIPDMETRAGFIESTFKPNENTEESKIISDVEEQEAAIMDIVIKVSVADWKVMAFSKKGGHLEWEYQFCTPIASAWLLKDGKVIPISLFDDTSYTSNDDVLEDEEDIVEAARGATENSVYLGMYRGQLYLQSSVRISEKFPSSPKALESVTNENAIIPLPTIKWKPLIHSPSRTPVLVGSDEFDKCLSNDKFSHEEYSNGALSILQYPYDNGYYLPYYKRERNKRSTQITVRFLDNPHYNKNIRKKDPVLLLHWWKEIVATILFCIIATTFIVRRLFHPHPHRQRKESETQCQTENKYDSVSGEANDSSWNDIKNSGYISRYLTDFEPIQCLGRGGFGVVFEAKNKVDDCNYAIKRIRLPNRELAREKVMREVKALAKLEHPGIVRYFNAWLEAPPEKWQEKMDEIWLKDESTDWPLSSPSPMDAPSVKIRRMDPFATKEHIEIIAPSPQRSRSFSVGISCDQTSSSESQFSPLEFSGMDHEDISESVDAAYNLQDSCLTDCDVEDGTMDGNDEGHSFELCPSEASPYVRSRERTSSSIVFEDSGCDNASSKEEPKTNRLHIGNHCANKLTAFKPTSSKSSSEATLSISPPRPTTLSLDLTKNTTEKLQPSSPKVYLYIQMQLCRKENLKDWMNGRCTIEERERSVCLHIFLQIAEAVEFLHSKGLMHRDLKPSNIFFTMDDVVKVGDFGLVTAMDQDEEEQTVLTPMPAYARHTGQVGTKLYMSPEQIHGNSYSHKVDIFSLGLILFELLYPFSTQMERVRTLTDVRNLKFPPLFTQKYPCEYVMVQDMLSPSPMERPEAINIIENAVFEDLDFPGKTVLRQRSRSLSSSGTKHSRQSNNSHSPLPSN
BaF3 parental – counter-screen for JAK2V617F inhibitors: parental Ba/F3 viability inhibitors. inhibition, % at 5.6 µM. actives 1.1% (n = 220,000). CellTiter-Glo ATP luminescence;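 active means inhibition above a per-campaign cutoff, the mean inhibition of all tested compounds plus 3 SD, cut at about 27% in these data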;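 further: 0% = DMSO wells and 100% = JAK Inhibitor I control wells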
S1P4 ag – agonists of human S1P4 receptor; O95977; S1P4-expressing cell line, agonist reporter assay; activation, % at 4.98 µM; actives 0.35% (n = 220,000); AID 1509; in the data active means activation above about 11%;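 further: 0% = DMSO vehicle and 100% = reference agonist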
zfTRPN1 agonist – agonists of zebrafish TRPN1 channel | HEK293 zebrafish TRPN1-YFP, Fluo-8 calcium fluorescence; 100% = response to 87 µM carbachol | activation, % at 3 µM | actives 0.18% (n = 220,000) | AID 1424;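 active means activation above its plate's cutoff, the mean activation of test wells on that plate plus 3 SD, cut at about 19% in these data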;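 further: 0% = DMSO alone and 100% = 87 µM carbachol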
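Control set: carbachol 87 µM as high control, DMSO as low control; system: HEK293 stable line with zebrafish TRPN1-YFP; read-out: % activation versus carbachol response; detection: intracellular calcium fluorescence with Fluo-8; doses: single test compound dose, 3 µM nominal, 0.3% DMSO; schedule: dye 1 h 37 °C plus 30 min RT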
Ba/F3 V617F tox – loss of viability in JAK2V617F-driven Ba/F3 cells; AID 1446; Ba/F3 EpoR-JAK2V617F viability, ATP luminescence; actives 1.1% (n = 220,000); inhibition, % at 5.6 µM;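 active means inhibition above the campaign mean plus 3 SD over all tested compounds, cut at about 24% in these data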;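 further: cytokine-independent growth of Ba/F3 cells driven by EpoR plus mutant JAK2; 0% = DMSO-treated cells and 100% = JAK inhibitor I control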
Starred values were filed as active, the others as inactive; i = inactive; & = joins results of further samples.

Values run as follows: TRPML3 agonist | m-calpain inh | S1P4 antag | EP2 modulator | PERK inh | BaF3 parental | S1P4 ag | zfTRPN1 agonist | Ba/F3 V617F tox
c1ccc(CSC2=NCCS2)cc1
    0.9 | 10 | 0 | 4 | 0.6 | 9 | -0.4 | 1.0 | 3
N#Cc1nc(COc2ccc(Br)cc2)oc1N1CCN(Cc2ccccc2)CC1
    0.7 | 9 | 7 | -5 | 0.9 | 3 | -0.5 | 0.5 | -2
Cc1cccc(N2CCN(C(=O)c3cc4ccccc4oc3=O)CC2)c1C
    0.6 | 12 | -6 | -3 | 0.5 | 3 | 2.0 | -0.4 | -2
CCOC(=O)N1CCC(N(CCN(C)C)C(=S)Nc2ccccc2OCC)CC1
    1.3 | -6 | -19 | -4 | 0.3 | 3 | -0.5 | 0.7 | -3
CCCCCCCCC(=O)N/N=C(\C)c1ccc(O)cc1O
    0.1 | -8 | -7 | -65 | 0.0 | 3 | -0.3 | 0.9 | 2
COc1ccc(-c2csc(/C(C#N)=C\c3cccc([N+](=O)[O-])c3)n2)cc1
    0.9 | 14 | -6 | -6 | 1.1 | 4 | 0.3 | 1.4 | -3
COC(=O)C1=C(C)NC(=O)/C1=C\c1cc(C)n(-c2ccccc2)c1C
    0.6 | 3 | 11 | -14 | 0.3 | 1 | -1.2 | -0.3 | 2
CCc1ccc2c(c1)/C(=C/C(=O)c1cccs1)C(=O)N2
    2.3 | 9 | 66* | -24 | -0.4 | 1 | -0.6 | 0.0 | 1
COC(=O)c1cc(C(=O)c2cc(Br)ccc2O)coc1=N
    -0.1 | 3 | 1 | 0 | 0.0 | 5 | 3.1 | -1.2 | -2
CC(C)CC(=O)NC1(C(F)(F)F)NC(=O)N(c2ccccc2)C1=O (stereo not given)
    0.4 | -24 | 5 | -4 | 0.8 | 0 | -0.3 | -0.2 | 1
NC(=O)C1CCN(C(=O)COc2cccc3cccnc23)CC1
    0.7 | -57 | -21 | 30 | 1.2 | 4 | 2.0 | 1.1 | -3
Cc1nc2ccc(NC(=O)c3cc(S(=O)(=O)N4CCOCC4)ccc3C)cc2s1
    -0.1 | 16 | 8 | -8 | -0.7 | 5 | -1.0 | 0.1 | -1
O=C(c1ccc(F)cc1)C1CCN(C(=O)c2ccncc2)CC1
    1.1 | -2 | 1 | 22 | -0.5 | 1 | 1.4 | -0.2 | -4
CCCc1nc(SCC(=O)N2c3ccccc3CC2C)c2c(C)c(C)sc2n1 (stereo not given)
    0.8 | -17 | -1 | 5 | 1.3 | -2 | 0.5 | 1.3 | -6
CCOC(=O)c1nnn(-c2nonc2N)c1-c1ccc(F)cc1
    -0.2 | 22 | -5 | 17 | 0.5 | 0 | 1.4 | -2.4 | -6
C=CCNC(=O)C(C#N)c1nc2ccccc2nc1N1CCN(Cc2ccccc2)CC1 (stereo not given)
    1.7 | -83 | 3 | 18 | 1.0 | 1 | 0.1 | 0.2 | -2
CC(C)(C)NC(=O)c1ccnc(C(C)(C)C)c1
    0.8 | -23 | 6 | 16 | 0.0 | 2 | -4.9 | -0.6 | -2
O=C(Nc1ccccc1)N1N=C(c2cccs2)CC1c1cccs1 (stereo not given)
    -0.1 | 21 | 5 | 43 | -0.5 | 3 | 1.1 | -0.4 | -4
O=[N+]([O-])c1cccnc1Oc1cccnc1
    1.6 | 8 | -4 | 16 | 1.6 | 0 | 1.2 | 2.1 | -3
CC(C)NC(=O)CCCn1cc([N+](=O)[O-])cn1
    1.6 | 11 | -32 | 8 | 0.6 | 2 | 3.0 | -0.3 | 1
N#CC1=C(N)Oc2n[nH]c(-c3cccs3)c2C1c1ccncc1 (stereo not given)
    0.1 | -5 | 2 | -6 | 0.6 | 2 | -1.7 | -1.2 | -2
COc1ccc(OC)c(C2/C(=C(/O)c3ccc(C)cc3)C(=O)C(=O)N2Cc2ccco2)c1 (stereo not given)
    0.7 | -13 | -8 | 20 | 1.3 | 4 | 4.0 | -0.1 | -3
CCn1nc(C)cc1C(=O)N1CCCC(C(=O)c2ccc3ccccc3c2)C1 (stereo not given)
    0.1 | 7 | -21 | -48 | -1.7 | 3 | 0.4 | 1.4 | 7
CSc1nsc(SCC(=O)N2CCCCC2)n1
    0.3 | 13 | -15 | 22 | 0.1 | 0 | -1.1 | -0.3 | 0
CC(OC(=O)c1ccc(S(=O)(=O)NCc2ccco2)cc1)C(=O)Nc1ncc(Cl)cc1Cl (stereo not given)
    1.1 | -12 | -21 | 7 | 0.6 | 1 | -0.2 | 2.3 | 1
COc1ccccc1NC(=O)CSc1nnc(CSc2nc(C)cc(C)n2)o1
    0.8 | -23 | -2 | 6 | 0.0 | 5 | 0.4 | 1.0 | 0
NC(=O)CC1C(=O)N(c2ccc(F)cc2)C(=O)N1NC(=O)CCc1ccccc1 (stereo not given)
    0.4 | -20 | -15 | -3 | -0.2 | 6 | 0.8 | 0.6 | 2
C=CCNC(=O)c1ccccc1NS(=O)(=O)c1ccccc1
    0.5 | -17 | -1 | 26 | 0.5 | 0 | 4.4 | -1.1 | -4
O=C(NC(NC(=S)Nc1cc(Cl)ccc1Cl)C(Cl)(Cl)Cl)c1ccco1 (stereo not given)
    2.4 | 26 | -9 | -16 | 0.1 | 4 | 1.6 | 0.8 | 1
COc1ccc(C(=O)n2nc(-c3ccccc3)nc2N)cc1OC
    0.3 | -41 | 2 | 6 | 1.1 | 0 | 1.9 | -0.3 | -5
CCOc1cc(/C=N/NC(=O)NN(C)c2ncc(C(F)(F)F)cc2Cl)ccc1O
    -1.3 | -28 | -3 | -70 | 0.5 | 5 | 0.3 | -2.6 | 0
COc1ccc2c(CC(=O)OCC(=O)Nc3cccc(S(N)(=O)=O)c3)coc2c1
    0.4 | 14 | -3 | 2 | 0.4 | -8 | 1.4 | 2.2 | 0
COc1ccc(/C=N/NC(=O)CN(C2=NS(=O)(=O)c3ccccc32)c2ccccc2)cc1OC
    -0.2 | -3 | -6 | -21 | -0.7 | 2 | -0.7 | -1.5 | -1
O=C(Oc1ccc(N(C(=O)c2ccncc2)S(=O)(=O)c2ccc(Cl)cc2)cc1)c1ccncc1
    0.4 | -23 | -25 | 22 | 0.7 | 7 | -0.3 | 0.0 | -1
Cc1ccc(NC(=O)/C(=C/c2ccc([N+](=O)[O-])cc2)NC(=O)c2ccccc2)cc1
    0.2 | -14 | -17 | 10 | -0.5 | -6 | -0.4 | 1.6 | -1
COc1ccc(-c2cn3cccnc3n2)cc1
    -0.3 | i | -7 | -13 | 2.5 | 5 | -0.3 | -1.7 | 2
COCCNC(=S)c1ccc(OC)cc1
    0.5 | 1 | -7 | 9 | 0.1 | 7 | 0.9 | -0.3 | 4
C=CCSc1nc(N)c(C(=O)Nc2ccccc2C)cc1C(N)=O
    0.0 | -36 | -6 | -16 | 0.0 | 2 | -1.3 | -0.7 | -1
OC(c1ccc(Cl)cc1Cl)C(Cc1cccnc1)n1cncn1 (stereo not given)
    -0.1 | -44 | -1 | 28 | 0.5 | 4 | 0.3 | 1.4 | 2
COc1ccccc1NC(=S)NCc1ccc(S(N)(=O)=O)cc1
    0.7 | -5 | -16 | -9 | 1.0 | 5 | 2.8 | 3.3 | -1
CCOc1ccc(C(=O)NCC(=O)OCC(=O)Nc2ccccc2OC)cc1
    -0.1 | 3 | -5 | 23 | 0.0 | 0 | -1.0 | -0.6 | -4
O=C(CS(=O)(=O)Cc1ccccc1)Nc1nnc(C2CCCCC2)s1
    0.5 | -8 | -12 | 3&34 | 0.6 | 3 | 0.5 | 0.3 | 1
COc1ccc2nc(C)cc(N3CCC(C(N)=O)CC3)c2c1
    1.0 | -2 | 0 | 14 | -0.1 | 7 | -0.4 | 0.2 | 0
CCc1ccc2oc(=O)cc(CN3CCCCC3C)c2c1 (stereo not given)
    -1.4 | 7 | 10 | 64* | 0.0 | 5 | 1.4 | -2.7 | 1
O=c1cc(-c2ccco2)oc2ccc(Cl)cc12
    0.0 | -102 | -9 | -21 | 2.2 | 0 | 1.7 | 0.5 | -3
CCOc1ccc(C(=O)Nc2ccccc2C#N)cc1[N+](=O)[O-]
    1.4 | 3 | -14 | -25 | -0.6 | 1 | 0.4 | 1.5 | 1
COC(=O)c1ccc(Cl)c(NC(=O)NC2CCCCC2)c1
    -0.7 | -14 | -4 | -26 | -0.3 | 2 | 1.2 | -1.3 | -6
Cc1ccccc1NS(=O)(=O)c1cccc(-c2nnc(-c3ccccc3)o2)c1
    -1.0 | 10 | -4 | -33 | -0.5 | 1 | 0.5 | -0.1 | 1
CCC1CCCCN1C(=O)COc1c(Br)cc(Br)c2cccnc12 (stereo not given)
    -1.0 | 40 | -6 | 19 | -0.5 | 5 | -2.0 | -3.1 | -2
Cc1ccc(-c2nc(Nc3ccc(N4CCOCC4)cc3)c3ccccc3n2)cc1
    -0.4 | -2 | 12 | 12 | -0.9 | -2 | 0.3 | 0.9 | -1

Ordered by molar mass (falling): some entries from above
Values run as follows: TRPML3 agonist | m-calpain inh | S1P4 antag | EP2 modulator | PERK inh | BaF3 parental | S1P4 ag | zfTRPN1 agonist | Ba/F3 V617F tox
O=C(CS(=O)(=O)Cc1ccccc1)Nc1nnc(C2CCCCC2)s1
    0.5 | -8 | -12 | 3&34 | 0.6 | 3 | 0.5 | 0.3 | 1
OC(c1ccc(Cl)cc1Cl)C(Cc1cccnc1)n1cncn1 (stereo not given)
    -0.1 | -44 | -1 | 28 | 0.5 | 4 | 0.3 | 1.4 | 2
NC(=O)C1CCN(C(=O)COc2cccc3cccnc23)CC1
    0.7 | -57 | -21 | 30 | 1.2 | 4 | 2.0 | 1.1 | -3

(cont.)
Values run as follows: TRPML3 agonist | m-calpain inh | S1P4 antag | EP2 modulator | PERK inh | BaF3 parental | S1P4 ag | zfTRPN1 agonist | Ba/F3 V617F tox
CCO[C@@H]1OC(C(=O)N2CCN(Cc3ccc4c(c3)OCO4)CC2)=C[C@H](c2csc3ccccc23)[C@H]1CCCO
    0.6 | 20 | 12 | -9 | -0.1 | 5 | -1.3 | 2.3 | 4
CC(=O)N1CCCc2cc(S(=O)(=O)N3CCN(c4ccccn4)CC3)ccc21
    1.5 | 13 | -18 | 5 | -1.3 | 4 | 0.3 | 3.0 | 4
NC(=O)C1(C(N)=O)OC1c1ccc(Cl)c(Cl)c1 (stereo not given)
    0.0 | 6 | -6 | -21 | -0.8 | 0 | 0.8 | 0.9 | 4
COc1ccccc1NC(=O)NS(=O)(=O)c1ccc(C)cc1
    0.8 | 28 | 1 | -2 | -0.4 | 6 | -0.3 | 2.6 | 0
Cc1cccc(-[n+]2c(C)cc(C)c3c(=O)[nH]c(=O)[nH]c32)c1
    0.3 | -344 | -164 | 30 | 0.7 | 3 | 1.6 | 0.1 | 3
CN(C)CCCN(CCCNC(=O)/C=N/O)Cc1ccccc1
    0.6 | -16 | -18 | 19 | 1.1 | 6 | 0.6 | 0.0 | 1
